High-throughput results deposited in PubChem BioAssay by several laboratories.
GSK3beta inhib: human GSK3beta kinase inhibitors, primary screen, biochemical, cell-free homogeneous, HTS; activity score (negative = inhibition), % at 10 µM; AID 2097, 2009; GST-GSK3beta kinase, ADP-Glo luminescence, 60 min; hits give low values; actives 0.038% (n = 300,000);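 active = more than half of replicate wells score below -50%, meaning over 50% inhibition versus plate controls; inconclusive = some replicates but at most half score below -50%; inactive = no replicate scores below -50%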;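 also: 0% = median DMSO wells and -100% = median GW8510 positive control wells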
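Test system: GST-tagged human GSK3beta kinase, cell-free; evaluation: activity score scaled between in-plate DMSO and GW8510 controls; measured by: ADP-Glo luminescence; incubation: 60 min reaction, RT; benchmarks: DMSO and 20 µM GW8510; reagent: peptide substrate plus 25 µM ATP (final); medium: Tris/MgCl2 kinase buffer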
Platelet DG rel: inhibitors of platelet dense granule secretion, primary screen, cell-based, MLPCN, human platelets; human platelet-rich plasma, SFLLRN dense granule ATP release, luminescence; inhibition, %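 (compounds screened at 7.5 µM in platelet-rich plasma)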; actives 0.22% (n = 300,000);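 active = mean replicate score, as percent of positive control, at or above 50; inconclusive = mean below 50 but at least one replicate at or above 50; inactive = mean and every replicate below 50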
HSF1 activator: HSF-1 activators, primary screen, NIH3T3-HGL cells, MG132 stress, luminescence, single point; activation, % at 9 µM; NIH3T3-HGL HSF-1 luciferase reporter, 8 h; 100% = twice DMSO control signal; actives 1.7% (n = 300,000);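 active = mean replicate activation of at least 50% with a set share of replicates each reaching 50%; inconclusive = only one of those two conditions met; inactive = mean below 50% and too few replicates reaching it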;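 also: 0% = median of the neutral control wells and 100% = twice that signal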
HSP90 inh: HSP90 inhibitors, primary screen, cell lysate, luminescence; Rabbit reticulocyte lysate, luciferase refolding luminescence, 3 h; inhibition, % at 5.6 µM; actives 0.91% (n = 290,000); AID 1789, 2009;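 active = inhibition above the screen-wide mean plus 3 SD, computed separately per campaign, cut at about 16% in these data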;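 also: 0% = DMSO wells and 100% = 60 µM geldanamycin wells; inhibitors lower the luminescence because luciferase stays unfolded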
HSF1 inhib: HSF1 inhibitors in luciferase reporter cells, primary screen, cell-based, NIH3T3, luminescence; NIH3T3-HGL HSE-luciferase, MG132-induced, luminescence 8 h; hits give low values; activity change, negative = inhibition, % at 7.5 µM (by protocol); actives 0.77% (n = 300,000); AID 2098, 2009;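 active = more than half of replicate wells show activity change below -50%, luminescence cut by over half; inconclusive = some wells, but at most half, below -50%; inactive = no replicate well below -50%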;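 also: luciferase reports HSF-1 transcriptional activity via heat shock element; 0% = median of DMSO wells and -100% = zero luminescence signal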
AI-2 QS mod: Vibrio harveyi AI-2 quorum sensing modulators, primary screen, JMH597 strain, luminescence/OD600 ratio | Vibrio harveyi JMH597 AI-2 luminescence/OD600 ratio, 9 h; hits give low values; strain lacks LuxN and CqsS sensors; 0 = neutral-control median | activity change, % at 7.5 µM | actives 0.4% (n = 300,000) | AID 2094, 2009; in the data active = activity change below about -75%, passing the limit was not always enough; inconclusive = no clear call, values can overlap the other calls;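 also: luminescence divided by OD600 gain over 9 h not by final OD600 alone; inactives centre near 13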
GSK3A inh: blockers of GSK3A enzyme activity – biochemical, luminescence, cell-free homogeneous, HTS, primary screen; Glycogen synthase kinase-3 alpha (Homo sapiens), P49840; GSK-3 alpha kinase, ADP-Glo luminescence, 60 min; inhibition, % at 10 µM; actives 0.1% (n = 320,000); AID 2650, 2010;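 in the data active = inhibition above about 50%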;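 also: GST-tagged GSK-3 alpha with peptide substrate and 25 µM ATP; 0% = DMSO neutral wells and 100% = GW8510 positive control wells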
Target sequence (P49840 whole entry, looked up): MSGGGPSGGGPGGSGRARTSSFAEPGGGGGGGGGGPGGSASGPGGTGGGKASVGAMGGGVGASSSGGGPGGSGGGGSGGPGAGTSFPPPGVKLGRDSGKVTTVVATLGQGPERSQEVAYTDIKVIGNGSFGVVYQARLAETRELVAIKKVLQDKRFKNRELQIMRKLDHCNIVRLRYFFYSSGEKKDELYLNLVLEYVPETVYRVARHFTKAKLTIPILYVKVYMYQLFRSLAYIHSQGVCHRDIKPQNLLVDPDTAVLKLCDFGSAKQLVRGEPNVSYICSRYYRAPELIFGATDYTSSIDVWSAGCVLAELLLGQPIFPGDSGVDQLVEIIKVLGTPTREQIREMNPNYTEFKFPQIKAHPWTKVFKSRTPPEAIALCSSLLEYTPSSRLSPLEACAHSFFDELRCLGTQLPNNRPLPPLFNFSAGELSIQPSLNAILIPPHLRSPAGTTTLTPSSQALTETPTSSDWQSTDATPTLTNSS
HDAC3 inh: HDAC3 deacetylase inhibitors, primary screen, biochemical, fluorescence, cell-free homogeneous; AID 2718, 2010; inhibition, % at 8.3 µM; recombinant HDAC3, fluorogenic peptide/trypsin coupled; actives 0.15% (n = 320,000); in the data active = inhibition above about 26%, passing the limit was not always enough; inconclusive = no clear call, values can overlap the other calls
Target sequence (O15379 whole entry, looked up): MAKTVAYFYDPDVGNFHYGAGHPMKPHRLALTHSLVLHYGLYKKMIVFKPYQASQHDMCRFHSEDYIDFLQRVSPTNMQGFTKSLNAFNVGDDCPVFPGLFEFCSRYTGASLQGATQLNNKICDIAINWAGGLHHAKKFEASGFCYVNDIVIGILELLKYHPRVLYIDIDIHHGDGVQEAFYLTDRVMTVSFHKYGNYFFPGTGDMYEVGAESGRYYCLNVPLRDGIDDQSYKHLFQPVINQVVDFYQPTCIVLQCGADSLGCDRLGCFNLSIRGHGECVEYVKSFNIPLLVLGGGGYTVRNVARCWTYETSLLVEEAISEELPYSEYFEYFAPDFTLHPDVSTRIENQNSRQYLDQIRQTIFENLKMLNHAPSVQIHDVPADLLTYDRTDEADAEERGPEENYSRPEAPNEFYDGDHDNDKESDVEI
DYRK1A inh: rat Dyrk1A kinase inhibitors, primary screen, biochemical, single point, plate reader | ADP-Glo luminescence, NFATc1 peptide | inhibition, % at 12.5 µM | actives 0.43% (n = 310,000) | AID 504441, 2011; in the data active = inhibition above about 50%;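 also: plate controls were vehicle with enzyme for no effect and no enzyme for full effect; many of its hits are not listed in these tables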
PolyA inh: polyadenylation inhibitors in yeast reporter cells, primary screen, luminescence, S. cerevisiae. S. cerevisiae SKY197-pL101 polyadenylation reporter, beta-gal luminescence; efflux-impaired pdr1/pdr3 knockout yeast; score 100 = 6 SD above DMSO. calls only at 12 µM. actives 0.02% (n = 300,000). AID 1875, 2009;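 active = lowest replicate activity score at least 50, where 100 means six control SD above control mean; inconclusive = lowest score under 50 but half or more replicates reach 50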;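 also: yeast exposed to compound for 9 h at 30 °C; higher score means more reporter readthrough which indicates perturbed polyadenylation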
* marks the source's active call; other numbers are inactive results; i = inactive; ? = inconclusive; / = no result given; & = joins results of further samples.

SMILES	GSK3beta inhib	Platelet DG rel	HSF1 activator	HSP90 inh	HSF1 inhib	AI-2 QS mod	GSK3A inh	HDAC3 inh	DYRK1A inh	PolyA inh
O=C(NNC(=O)c1ccc(Cl)cc1Cl)c1csc(-c2cccnc2)n1	0	6	8	1	-3	41	1	-1	30	i
CCCCCn1c(=NC(=O)c2ccco2)c(C(=O)OCC)cc2c(=O)n3ccccc3nc21	-2	5	-23&18	-1	-23&17	14	2	-135	-1&1	i
Cc1ccc(-n2cc(CNCCN3CCOC3=O)c(-c3cccc(C)c3)n2)cc1	3	5	69*	-2	28	24	-5	-3	0	i
CCCC(O)(CCC)C(=O)NN1CCCCC1	3	-1	-10	-1	-4	18	-2	-2	-2	i
Cc1cc(=O)n(C)c(=O)n1CCCCCCOc1ccc([N+](=O)[O-])cc1	-5	6	-1	-3	-3	11	1	-3	/	i
O=C(O)CSC1=NC(=Nc2ccc(Cl)cc2)C2(CCCCC2)N1c1cccc(C(=O)O)c1	3	3	-2	0	0	57	-2	4	-4	i
OCCOCCn1c(C(CO)Nc2nc(-c3ccc(F)cc3)cs2)nc2ccccc21 (stereo not drawn)	1	3	-12	/	11	23	-2	-1	1	i
CC(C)S(=O)(=O)c1csc(NC(=O)Nc2ccc(Cl)cc2)c1Cl	-2	5	5	-1	14	13	2	9	8	i
O=C(NCc1ccc(N2CCCC2=O)cc1)Nc1cccc(Cl)c1	3	-3	-6	-5	2	-10	3	2	-1	i
O=C(N/N=C/c1ccncc1)c1cccc(N/N=C/c2ccncc2)c1	-2	8	-16	11	-7	6	3	1	16	i
COc1ccc(NC(=O)Nc2nnc(-c3ccccc3F)s2)cc1	-1	3	21	-2	14	27	-2	2	-4	i
CC(C)OC(=O)CSc1nnc(-c2cnccn2)n1C	2	6	14	0	7	29	-1	1	1	i
COc1ccc2cc3cc(C(=O)N4CCCCCC4)oc3nc2c1	-4	18	-5	17*	-5	6	1	-13	4	i
CCCn1c(=O)c2ccccc2n2c(SCC(N)=O)nnc12	3	-1	-10	0	-8	9	0	-3	12	i
Cc1ccc(S(=O)(=O)N(Cc2nccn2C)C(C)C)cc1	2	1	3	-1	-6	7	0	7	5	i
c1cc2c(cc1C1=NNC(=NC3CC3)SC1)OCCO2	-17	75*	7	76*	-3	22	23	10	9	i
CCc1c(C)nc2ncnn2c1N1CCC(C(=O)NCc2ccc3c(c2)OCO3)CC1	2	1	7	-2	0	6	0	4	9	i
COc1ccccc1-c1noc(-c2ccccc2C(=O)NCc2ccco2)n1	5	0	-9	3	-1	7	-2	3	/	i
CSc1ccc(N/N=C(/C#N)S(=O)(=O)C(C)(C)C)cc1	4	2	-20	0	-19	26	-1	-1	5	i
Cn1c(=O)c2c(nc(CN3CCC(C(N)=O)CC3)n2Cc2ccccc2F)n(C)c1=O	-3	-1	-8	1	-10	14	2	3	0	i
COc1ccccc1C(=O)NC(=O)COC(=O)CCNS(=O)(=O)c1ccccc1	-3	-3	11	/	-3	6	-4	1	-2	i
CCS(=O)(=O)N1CCC2(CC1)OCCN2S(=O)(=O)c1ccc(OC)cc1	1	-1	-61	/	-46	38	/	/	-5	i
CCOC(=O)C1C(=O)NC(c2ccccc2)=NC1c1ccc(Cl)cc1 (stereo not drawn)	0	1	0	4	-9	1	-1	0	1	i
CC(=O)C1=C(O)CC(c2ccccc2)CC1=NCCc1c(C)[nH]c2ccc(C)cc12 (stereo not drawn)	-3	0	-8	4	2	12	2	5	4	i
Cc1c(C(=O)NC2CCN(Cc3ccccc3)C2)oc2c(Cl)cccc12 (stereo not drawn)	2	-23	7	-5	-3	10	-2	4	-6	i
NS(=O)(=O)c1ccc(NC(=O)C2C3C=CC(C3)C2C(=O)O)cc1 (stereo not drawn)	-7	0	8	-4	3	19	-5	4	-1	i
CCOc1ccc(-c2c(C(=O)N/N=C/c3cccnc3)nnn2-c2nonc2N)cc1	-1	4	-4	-8	-3	40	0	-7	-3	i
CC(=O)c1cccc(NC(=O)c2ccc(-c3ccccc3[N+](=O)[O-])o2)c1	-5	-6	34	1	53	11	3	1	12	i
O=C(Nc1nnc(-c2ccccc2)s1)c1cc(S(=O)(=O)N2CCOCC2)c(Cl)cc1Cl	-4	5	0	-2	-10	6	-2	-6	/	i
Cc1ccc(CN(C)C(=O)c2c(C)nn(-c3ccccc3)c2C)cc1	5	-4	14	-1	-2	6	0	5	-8	i
C=CCn1cc(/C=N\NC(=O)c2cc3c(ccc4ccccc43)o2)c2ccccc21	6	-6	4	2	3	20	-1	1	10	i
Cc1ccnc(NC(=O)c2ccccc2[N+](=O)[O-])c1	-1	1	-3	2	0	11	-1	5	12	i
O=C(NCc1ccccc1)c1ccc2c(c1)C(=O)N(CC1CCCO1)C2=O (stereo not drawn)	6	13	-3	-1	1	14	3	3	3	i
COc1ccc(NC(=O)C(NC(=O)c2ccc(=O)[nH]c2)c2ccc(OC)cc2)cc1 (stereo not drawn)	-2	9	33	-2	8	3	-1	0	2	i
CC(C)Cc1ccc(S(=O)(=O)N2CCN(C(=O)c3ccco3)CC2)cc1	0	1	5	-1	-2	24	-4	3	-10	i
O=C(c1ccco1)N1CCN(Cc2nc3ccccc3c(=O)n2-c2ccc(F)cc2)CC1	-1	-2	3	0	-11	-7	-3	3	2	i
CCN(CC(=O)Nc1ccc(NC(C)=O)cc1)C(=O)C1CCC1	0	-10	-21	/	-6	7	-1	-3	-3	i
Cc1cc(C)n2nc(C(=O)N3CCOCC3)nc2n1	-1	8	5	-1	4	24	-4	-5	-4	i
Cc1ccc(OCc2cc(C(=O)N3CCc4[nH]cnc4C3c3ccccn3)no2)cc1C (stereo not drawn)	/	9	10	0	7	13	1	1	-13	i
Cc1ccc2cc(C)c(SCC(=O)Nc3ccc(S(=O)(=O)N4CCCC4)cc3)nc2c1	2	0	1	16	2	19	-4	1	1	i
COc1ccccc1C(=O)NC(=O)COC(=O)CNC(=O)c1ccccc1	-2	15	-11	/	-5	15	-4	-1	1	i
COc1nc2ccccc2c(=O)n1OCC(C)C	0	1	1	1	-5	21	-1	-3	-8	i
COCC1CCCN(C(=O)c2ccc3oc(C(C)C)nc3c2)C1 (stereo not drawn)	-2	15	-9	2	-2	7	-2	1	1	i
O=C(CNCc1ccc(F)cc1)Nc1ccc(S(=O)(=O)N2CCOCC2)cc1	-3	3	6	-1	-4	4	0	1	2	i
COCCNc1nnc(Cc2ccc(OC)c(OC)c2)c(=O)[nH]1	0	-1	38	-1	4	7	3	1	2	i
O=C(Nc1ccc(S(=O)(=O)Nc2ncccn2)cc1)c1ccc(Cl)c([N+](=O)[O-])c1	2	2	-23	2	-3	19	-3	-1	16	i
Cc1cc(NC(=S)Nc2cccnc2)ccc1Br	-1	-6	-20	0	-13	26	-3	3	6	i
CCOC(=O)c1ccccc1NC(=O)COC(=O)C1=COCCO1	-4	-3	-7	1	1	22	4	1	4	i
Cc1ccc(OCC(=O)Nc2nnc(S(=O)(=O)N3CCCCCC3)s2)cc1C	-2	-10	0	2	0	14	-2	-9	-2	i
CCOc1ccc(-c2nc(S(=O)(=O)c3ccccc3)c(NCc3cccnc3)o2)cc1	0	-1	-2	1	-4	23	-1	11	-2	i
CC(C)(C)C1=C(C#N)C(c2cccnc2)C(C#N)=C(N)O1 (stereo not drawn)	0	-8	-1	-2	-5	26	4	4	1	i
Cc1cccc(S(=O)(=O)NCCNS(=O)(=O)c2cccc(C)c2)c1	-2	-9	20	1	-1	-12	-1	3	-2	i
CC(C)(C)NC(=O)NC(=O)COC(=O)c1cccc(S(=O)(=O)N2CCCCC2)c1	4	9	5	1	-4	9	4	1	-3	i
CC(=O)c1cccc(NC(=O)CC2S/C(=N/N=C/c3ccccc3)NC2=O)c1 (stereo not drawn)	4	4	19	2	-4	7	-3	-9	-4	i
CC1=NN(c2nc(-c3ccc(C)cc3)cs2)C(=O)C1N=Nc1ccccc1O (stereo not drawn)	-1	4	-32	8	-31	41	0	0	-1	i
O=C1N[C@@H](Cc2ccccc2)C(=O)N2[C@@H]3N(S(=O)(=O)c4ccc(F)cc4)c4ccccc4[C@]3(Br)C[C@@H]12	2	2	4	/	5	23	0	4	0	i
C/C1=C\CCC2C(/C=C(\C)CC1)OC(=O)C2CN1CCCCC1 (stereo not drawn)	0	8	-19	0	-9	6	-2	?	-2	i
CCNC(=S)N1CCN(C(=O)c2ccco2)CC1	4	-2	1	0	-2	20	0	-4	0	i
CCc1nc(SCc2cccnc2)c(C#N)cc1C	0	10	16	5	20	22	-1	1	2	i
O=C(/C=C/c1ccccc1)N1CCN(c2cccc(Cl)n2)CC1	1	-9	18	-6	-7	18	/	10	-1	i

(more compounds)
SMILES	GSK3beta inhib	Platelet DG rel	HSF1 activator	HSP90 inh	HSF1 inhib	AI-2 QS mod	GSK3A inh	HDAC3 inh	DYRK1A inh	PolyA inh
O=S(=O)(NC(=NCc1ccccc1)c1ccccc1)c1ccccc1	-2	-8	19	3	-10	-5	7	-5	-4	i
CCN(CC)C(=O)C(=O)N/N=C/c1ccc(Br)cc1	2	1	8	3	-3	24	/	14	11	i
COc1ccc(O)c(-c2cc(-c3ccccc3Cl)[nH]n2)c1	-2	5	-9	-9	-6	4	-1	12	53*	i
O=C(CSc1nc(-c2ccco2)cc(C(F)(F)F)n1)NCCN1CCOCC1	-1	-2	-3	3	-5	9	/	-3	6	i
O=C(/C=C/c1ccccc1)OCC(=O)c1ccc[nH]1	0	1	7	/	3	-53	-2	-2	-1	i
CCCC[C@@H]1CNC(=S)N1CC1CCCCC1	3	-8	-2	/	-6	14	2	-4	3	i
Cn1c(SCC(=O)NC(C)(C)C)nnc1-c1cccc(NC(=O)c2ccccc2F)c1	0	-6	18	6	3	17	-2	2	-2	i
Cn1c(=O)c2c(nc(NN=C3CCCC3)n2C)n(C)c1=O	-2	-13	-20	-1	-5	14	-1	-2	0	i

These rows are one share of the data; rates above refer to the full screens.
